High-throughput results as filed in PubChem.
ANO1 block: inhibitors of mouse TMEM16A calcium-activated chloride channel; actives 1.2% (n = 310,000); HEK293 TMEM16A/YFP iodide influx fluorescence, ionomycin; Q8BHY3; normalized B-score (activity score, 25-100; higher = stronger inhibition) at 10 µM; AID 588511;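 active = ratio plate-corrected score three or more library SD toward inhibition, starting fluorescence score within five deviations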;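 also: score derived from kinetic fluorescence span divided by baseline fluorescence per well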
KCNQ1 pot: potentiates or activates the human KCNQ1 potassium channel; P51787; CHO-K1 KCNQ1, thallium flux FluxOR fluorescence; active compounds read high; B-score at 10 µM; actives 0.35% (n = 310,000);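 active = fluorescence ratio B-score, a plate-corrected score, at least three library SD, with initial intensity B-score within 5 SD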
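Medium – assay buffer, equal DMSO in all wells · Material – CHO-K1 cell line with stable KCNQ1 potassium channel expression · Signal – kinetic FluxOR thallium fluorescence, 10-s 1-Hz baseline, 110-s post-stimulus read · Compound – single concentration per compound, DMSO matched to controls · Schedule – 37 °C overnight plating, 90-min dark dye load, 20-min compound pretreatment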
KCNK9 block: blocks the human KCNK9 two-pore domain potassium channel. Q9NPC2. HEK293 KCNK9, FluxOR thallium flux fluorescence; active compounds read low. B-score at 10 µM. actives 1.2% (n = 310,000). AID 488922;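 active = ratio B-score over 3 SD below the library mean, with starting fluorescence within 5 SD of its mean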;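 also: negative B-score means less thallium flux so channel inhibition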
Target sequence (Q9NPC2 whole entry, looked up, the tested form may be a part): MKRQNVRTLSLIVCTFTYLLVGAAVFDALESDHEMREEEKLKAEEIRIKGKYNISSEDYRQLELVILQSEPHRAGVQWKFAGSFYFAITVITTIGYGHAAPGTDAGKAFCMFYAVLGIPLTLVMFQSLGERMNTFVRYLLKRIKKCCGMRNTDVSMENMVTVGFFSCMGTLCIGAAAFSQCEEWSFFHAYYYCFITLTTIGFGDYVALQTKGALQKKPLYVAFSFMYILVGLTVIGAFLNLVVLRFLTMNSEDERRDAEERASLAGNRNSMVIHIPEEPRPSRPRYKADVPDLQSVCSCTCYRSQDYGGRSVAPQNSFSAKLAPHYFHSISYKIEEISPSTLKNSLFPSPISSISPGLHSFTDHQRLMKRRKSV
TRPC4 act: TRPC4 (mouse) channel activation; Q9QUQ5; HEK293 TRPC4beta/mu-opioid, Fluo4 calcium fluorescence; active compounds read high; B-score at 10 µM; actives 0.49% (n = 310,000);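 active = B-score above 5 SD of library B-scores, and initial fluorescence ratio not above library mean plus 5 SD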;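 also: positive B-score marks a calcium rise read as TRPC4 activation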
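Test system: HEK293 cells stably co-expressing mouse TRPC4beta and mu-opioid receptor | Schedule: Fluo4 dye loading 45 min at room temperature, 110 s recording | Measured by: Kinetic Fluo4 calcium fluorescence, 5 s baseline at 1 Hz | Evaluation: B score of integrated ratio | Controls: Buffer (low) and maximal DAMGO (high)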
TRPC4 PAM: allosterically enhances the mouse TRPC4 cation channel; Q9QUQ5; actives 0.42% (n = 310,000); HEK293 TRPC4beta/mu-opioid, DAMGO EC20, Fluo-4 Ca2+ flux; active compounds read high; B-score at 10 µM; AID 2227;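 active = B-score of calcium response area above 5 SD of library B-scores, with initial fluorescence ratio within 5 SD of library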;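 also: B-score of integrated fluorescence ratio over time as area under calcium response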
Dyrk1A ADPGlo: inhibitors of rat Dyrk1A kinase; Q63470; ADP-Glo luminescence, NFATc1 peptide; inhibition, % at 12.5 µM; actives 0.43% (n = 310,000); AID 504441; in the data active = inhibition above about 50%;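 also: plate controls were vehicle with enzyme for no effect and no enzyme for full effect; many of its hits are not listed in these tables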
KCNK3 inh: human KCNK3 channel inhibition, primary screen; CHO-KCNK3 thallium flux, FluxOR fluorescence; active compounds read low; actives 0.84% (n = 340,000); O14649; B-score at 10 µM; AID 602410;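 active = B-score under library mean minus 4 SD, starting fluorescence ratio at most library mean plus 5 SD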;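 also: more negative B-score means stronger inhibition of thallium flux through KCNK3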
KCNQ1 inh: human KCNQ1 channel inhibition; B-score at 10 µM; CHO-K1 KCNQ1, FluxOR thallium flux fluorescence; active compounds read high; actives 1.3% (n = 310,000); P51787;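 active = compounds whose thallium flux B-score, printed positive for inhibition, exceeds three library SD while starting fluorescence stays within three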;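 also: channel opened by potassium depolarization with thallium stimulus after 20 min compound exposure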
HDAC3 inhib: human HDAC3 inhibition; O15379; recombinant HDAC3, fluorogenic peptide/trypsin coupled, fluorescence; inhibition, % at 8.3 µM; actives 0.15% (n = 320,000); AID 2718; in the data active = inhibition above about 26%, passing the limit was not always enough
Target sequence (O15379 whole entry, looked up): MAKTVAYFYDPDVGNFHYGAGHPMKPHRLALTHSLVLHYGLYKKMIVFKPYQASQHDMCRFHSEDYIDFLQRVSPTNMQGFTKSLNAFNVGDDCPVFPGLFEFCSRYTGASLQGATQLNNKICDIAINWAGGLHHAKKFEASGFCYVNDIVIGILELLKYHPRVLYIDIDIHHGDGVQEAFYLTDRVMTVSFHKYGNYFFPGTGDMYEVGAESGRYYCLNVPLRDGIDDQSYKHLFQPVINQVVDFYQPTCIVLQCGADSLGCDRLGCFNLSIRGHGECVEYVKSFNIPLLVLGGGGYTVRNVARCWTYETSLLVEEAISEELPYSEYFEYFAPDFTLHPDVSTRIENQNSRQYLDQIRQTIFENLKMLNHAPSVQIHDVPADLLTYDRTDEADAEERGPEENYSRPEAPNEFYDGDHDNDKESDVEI
ANO1 activ: activates or potentiates the mouse TMEM16A chloride channel. B-score at 10 µM. Q8BHY3. actives 0.3% (n = 340,000). HEK293 TMEM16A/YFP-H148Q/I152L, iodide quench fluorescence; active compounds read low. AID 623877;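 active = fluorescence-ratio B-score plate-corrected deviation score at least 3 library SD below zero, with starting fluorescence score within 5 deviations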;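 also: channel opened by trigger with iodide after compound preincubation; score built on the fluorescence ratio of max minus min over baseline; more negative score means more quench and so TMEM16A activation or potentiation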
hERG protect: compounds protecting human hERG from proarrhythmic drug block. Q12809. CHO-hERG, FluxOR thallium flux, dofetilide IC70 present. activation (rescue from dofetilide block), less the hit threshold, % at 10 µM. actives 0.51% (n = 310,000);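 active = activation above the mean of controls blocked by dofetilide plus 5 SD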;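 also: thallium influx through hERG after potassium depolarization seen as dye fluorescence rise; in these data hits start at about 4.7%; inactives centre near -7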
* marks the source's active call; other numbers are inactive results. Not all compounds are listed, so the mix of outcomes need not match the whole.

`O=C(NCc1ccccc1Cl)C1CCN(S(=O)(=O)c2cccc3nonc23)CC1` gave ANO1 block inactive, KCNQ1 pot inactive, KCNK9 block inactive, TRPC4 act inactive, TRPC4 PAM inactive, Dyrk1A ADPGlo -5, KCNK3 inh inactive, KCNQ1 inh inactive, HDAC3 inhib -4, ANO1 activ inactive and hERG protect -10.
For COc1ccc(C(C)=O)cc1COC(=O)c1ccc2ccccc2n1 the results were ANO1 block inactive, KCNQ1 pot inactive, KCNK9 block inactive, TRPC4 act inactive, TRPC4 PAM inactive, Dyrk1A ADPGlo -4, KCNK3 inh inactive, KCNQ1 inh inactive, HDAC3 inhib -4, ANO1 activ inactive and hERG protect -10.
`CC(C)OC(=O)c1ccccc1C(=O)c1ccc(N)c([N+](=O)[O-])c1` gave ANO1 block inactive, KCNQ1 pot inactive, KCNK9 block inactive, TRPC4 act inactive, TRPC4 PAM inactive, Dyrk1A ADPGlo -2, KCNK3 inh inactive, KCNQ1 inh inactive, HDAC3 inhib 9, ANO1 activ inactive and hERG protect -7.
For O=C(NNC(=O)c1ccccc1O)c1ccc(Br)cc1 the results were ANO1 block inactive, KCNQ1 pot inactive, KCNK9 block inactive, TRPC4 act inactive, TRPC4 PAM inactive, Dyrk1A ADPGlo 1, KCNK3 inh inactive, KCNQ1 inh inactive, HDAC3 inhib -11, ANO1 activ inactive and hERG protect -5.
O=C(OCC(=O)N1CCN(C(=O)COC(=O)c2ccc(O)cc2O)CC1)c1ccc(O)cc1O was read as ANO1 block inactive, KCNQ1 pot inactive, KCNK9 block inactive, TRPC4 act inactive, TRPC4 PAM inactive, Dyrk1A ADPGlo 2, KCNK3 inh inactive, KCNQ1 inh inactive, HDAC3 inhib -6, ANO1 activ inactive and hERG protect -13.
`CC(=O)N(C(C)=O)c1c(C#N)c(C)n(-c2ccccc2)c1C(=O)c1ccccc1` gave ANO1 block inactive, KCNQ1 pot inactive, KCNK9 block inactive, TRPC4 act inactive, TRPC4 PAM inactive, Dyrk1A ADPGlo 2, KCNK3 inh inactive, KCNQ1 inh inactive, HDAC3 inhib 14, ANO1 activ inactive and hERG protect -1.
`CCC(C)NC(=O)Nc1ccc(Br)cc1` (centres undefined) gave ANO1 block inactive, KCNQ1 pot inactive, KCNK9 block inactive, TRPC4 act inactive, TRPC4 PAM inactive, Dyrk1A ADPGlo -1, KCNK3 inh inactive, KCNQ1 inh inactive, HDAC3 inhib -6, ANO1 activ inactive and hERG protect -10.
For O=C(NC1CCCC1)C1CCCN1C(=O)Nc1ccc(Cl)cc1 (centres undefined) the results were ANO1 block inactive, KCNQ1 pot inactive, KCNK9 block inactive, TRPC4 act inactive, TRPC4 PAM inactive, Dyrk1A ADPGlo 3, KCNK3 inh inactive, KCNQ1 inh inactive, HDAC3 inhib 5, ANO1 activ inactive and hERG protect -3.
Screening O=C(O)CCc1ncc(C(F)(F)F)cc1Cl returned ANO1 block inactive, KCNQ1 pot inactive, KCNK9 block inactive, TRPC4 act inactive, TRPC4 PAM inactive, Dyrk1A ADPGlo -1, KCNK3 inh inactive, KCNQ1 inh inactive, HDAC3 inhib 5, ANO1 activ inactive and hERG protect -4.
For Cc1c(C(=O)NCCCN2CCOCC2)sc2nc(-c3ccccc3)cn12 the results were ANO1 block inactive, KCNQ1 pot inactive, KCNK9 block inactive, TRPC4 act inactive, TRPC4 PAM inactive, KCNQ1 inh inactive, HDAC3 inhib -1 and hERG protect -6.
CN1CC=C2C(C#N)=C(N)C(C#N)(C#N)[C@H](c3cccs3)[C@H]2C1 was read as ANO1 block inactive, KCNQ1 pot inactive, KCNK9 block inactive, TRPC4 act inactive, TRPC4 PAM inactive, Dyrk1A ADPGlo 22, KCNK3 inh inactive, KCNQ1 inh inactive, HDAC3 inhib 6, ANO1 activ inactive and hERG protect -11.
`O=C(NCCCn1ccnc1)c1ccc2ccccc2c1` gave ANO1 block inactive, KCNQ1 pot inactive, KCNK9 block inactive, TRPC4 act inactive, TRPC4 PAM inactive, Dyrk1A ADPGlo -3, KCNK3 inh inactive, KCNQ1 inh inactive, HDAC3 inhib -4, ANO1 activ inactive and hERG protect -2.
For S=c1[nH]nc(-c2cccnc2)n1/N=C/c1ccc(Br)s1 the results were ANO1 block inactive, KCNQ1 pot inactive, KCNK9 block inactive, TRPC4 act inactive, TRPC4 PAM inactive, Dyrk1A ADPGlo 2, KCNK3 inh inactive, KCNQ1 inh inactive, HDAC3 inhib 0, ANO1 activ inactive and hERG protect -4.
Cc1nnc(SCC(=O)c2cc(C)n(-c3ccc4c(c3)OCO4)c2C)s1 was read as ANO1 block 25*, KCNQ1 pot inactive, KCNK9 block inactive, TRPC4 act inactive, TRPC4 PAM inactive, Dyrk1A ADPGlo 1, KCNK3 inh inactive, KCNQ1 inh inactive, HDAC3 inhib 8, ANO1 activ -6.1* and hERG protect -8.
For O=C(CCn1cnnn1)Nc1ccccc1 the results were ANO1 block inactive, KCNQ1 pot inactive, KCNK9 block inactive, TRPC4 act inactive, TRPC4 PAM inactive, KCNK3 inh inactive, KCNQ1 inh inactive, HDAC3 inhib 1, ANO1 activ inactive and hERG protect 2.
Cn1c(=O)c2c(nc(Br)n2CCCc2ccccc2)n(C)c1=O was read as ANO1 block inactive, KCNQ1 pot inactive, KCNK9 block inactive, TRPC4 act inactive, TRPC4 PAM inactive, Dyrk1A ADPGlo -2, KCNK3 inh inactive, KCNQ1 inh inactive, HDAC3 inhib 9, ANO1 activ inactive and hERG protect -6.
`O=C(COCc1nc2ccccc2c(=O)[nH]1)NC1CCCC1` gave ANO1 block 100*, KCNQ1 pot inactive, KCNK9 block inactive, TRPC4 act inactive, TRPC4 PAM inactive, Dyrk1A ADPGlo 10, KCNK3 inh inactive, KCNQ1 inh inactive, HDAC3 inhib 2, ANO1 activ inactive and hERG protect -2.
For CN(C(=S)NC1CCCCC1)C1(c2ccccc2Cl)CCCCC1=O (centres undefined) the results were ANO1 block inactive, KCNQ1 pot inactive, KCNK9 block inactive, TRPC4 act inactive, TRPC4 PAM inactive, Dyrk1A ADPGlo 0, KCNK3 inh inactive, KCNQ1 inh inactive, HDAC3 inhib 3, ANO1 activ inactive and hERG protect -11.
For COc1ccc(CNC(=O)CN(Cc2ccc(C)cc2)C(=O)c2csnn2)cc1 the results were ANO1 block inactive, KCNQ1 pot inactive, KCNK9 block inactive, TRPC4 act inactive, TRPC4 PAM inactive, Dyrk1A ADPGlo -3, KCNK3 inh inactive, KCNQ1 inh inactive, HDAC3 inhib 0, ANO1 activ inactive and hERG protect -3.
CC1(C)NC(=O)N(CCCCOc2ccc(Cl)cc2C=O)C1=O was read as ANO1 block inactive, KCNQ1 pot inactive, KCNK9 block inactive, TRPC4 act inactive, TRPC4 PAM inactive, Dyrk1A ADPGlo -3, KCNK3 inh inactive, KCNQ1 inh inactive, HDAC3 inhib 3, ANO1 activ inactive and hERG protect -16.
`Cc1ccc(/C=N/NC(=O)CSc2nc3ccccc3o2)cc1` gave ANO1 block inactive, KCNQ1 pot inactive, KCNK9 block inactive, TRPC4 act inactive, TRPC4 PAM inactive, Dyrk1A ADPGlo -4, KCNK3 inh inactive, KCNQ1 inh inactive, HDAC3 inhib 10, ANO1 activ inactive and hERG protect -11.
Fc1ccc(N=c2ssnc2Cl)c(F)c1 was read as ANO1 block inactive, KCNQ1 pot inactive, KCNK9 block inactive, TRPC4 act inactive, TRPC4 PAM inactive, Dyrk1A ADPGlo 5, KCNK3 inh inactive, KCNQ1 inh inactive, HDAC3 inhib 13, ANO1 activ inactive and hERG protect -13.
Screening CCN(C(=O)c1cccc(Br)c1)C1CCS(=O)(=O)C1 (centres undefined) returned ANO1 block inactive, KCNQ1 pot inactive, KCNK9 block inactive, TRPC4 act inactive, TRPC4 PAM inactive, Dyrk1A ADPGlo 5, KCNK3 inh inactive, KCNQ1 inh inactive, HDAC3 inhib 2, ANO1 activ inactive and hERG protect -3.
For CC(C)c1ccccc1NC(=S)NCC1(N(C)C)CCCCC1 the results were ANO1 block inactive, KCNQ1 pot inactive, KCNK9 block inactive, TRPC4 act inactive, TRPC4 PAM inactive, Dyrk1A ADPGlo -1, KCNK3 inh inactive, KCNQ1 inh inactive, HDAC3 inhib -4, ANO1 activ inactive and hERG protect -9.
`C#CCNC(=O)C1=C[C@H](c2ccc3c(c2)OCO3)C[C@H](OCc2ccc(CO)cc2)O1` gave ANO1 block inactive, KCNQ1 pot inactive, KCNK9 block inactive, TRPC4 act inactive, TRPC4 PAM inactive, Dyrk1A ADPGlo 8, KCNK3 inh inactive, KCNQ1 inh inactive, HDAC3 inhib 4, ANO1 activ inactive and hERG protect -12.
`O=C(NCCC1CCCCN1S(=O)(=O)c1ccc(F)cc1)C(=O)Nc1ccccc1F` (centres undefined) gave ANO1 block inactive, KCNQ1 pot inactive, KCNK9 block inactive, TRPC4 act inactive, TRPC4 PAM inactive, Dyrk1A ADPGlo 9, KCNK3 inh inactive, KCNQ1 inh inactive, ANO1 activ inactive and hERG protect -17.
Screening CCOC(=O)CC1C(=O)NCCN1C(=O)c1c(F)cccc1F (centres undefined) returned ANO1 block inactive, KCNQ1 pot inactive, KCNK9 block inactive, TRPC4 act inactive, TRPC4 PAM inactive, Dyrk1A ADPGlo 3, KCNK3 inh inactive, KCNQ1 inh inactive, HDAC3 inhib -1, ANO1 activ inactive and hERG protect -6.
`CCOC(=O)CC1CCCCN1Cc1cn[nH]c1-c1ccc(F)cc1F` (centres undefined) gave ANO1 block inactive, KCNQ1 pot inactive, KCNK9 block inactive, TRPC4 act inactive, TRPC4 PAM inactive, Dyrk1A ADPGlo 1, KCNK3 inh inactive, KCNQ1 inh inactive, HDAC3 inhib -1, ANO1 activ inactive and hERG protect -12.
COc1cccc(-n2c(-c3ccccc3)c[nH]c2=S)c1 was read as ANO1 block inactive, KCNQ1 pot inactive, KCNK9 block inactive, TRPC4 act inactive, TRPC4 PAM inactive, Dyrk1A ADPGlo 9, KCNK3 inh inactive, KCNQ1 inh inactive, HDAC3 inhib -1, ANO1 activ inactive and hERG protect -8.
